DRD3 antagonist: blocks the human D3 dopamine receptor; 2.5% of 360,000 active; max response, negative = inhibition, %; AID 652054; D3R cells, DiscoveRx beta-arrestin luminescence, antagonist mode; active compounds read low; P35462; in the data active means max response below about -50%; inconclusive means no clear call, values can overlap the other calls; further: on the % scale 0 is the no-effect control and ±100 the full control effect; mostly tested at two doses, the higher about 12 µM
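Cells plated overnight at 1500 cells/well, then exposed to library compounds with dopamine controls for 90 minutes at 37 degrees C. DiscoveRx reagent added for 30–60 minutes at room temperature; luminescence read, quantitative HTS format.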
Abeta rescue: A-beta toxicity reversal in yeast; Potency, µM (top dose mostly 46.1 µM), inactives show top-dose growth rescue, most hits filed as activators; 0.063% of 410,000 active; AID 1347071; yeast expressing A-beta42, growth rescue, OD600, 48 h; response scale: 0% DMSO, 100% iron-clioquinol control; further: potency means the concentration at half of the fitted maximal effect; nearly all actives have a fitted effect of over 55% in size
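Yeast A-beta toxicity model in growth medium with pinned compounds, 48 h at 30 C; growth read as absorbance at 600 nm. Normalized to FeCl3/clioquinol equimolar mix (positive) and DMSO (negative).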
FUS suppressor: rescues growth of FUS-expressing yeast. S. cerevisiae FUS-expressing, growth rescue, OD600, 24 h. Potency, µM (titrated, usually from 76.6 µM), without a hit: at the highest dose growth rescue (activation), actives largely listed as activators. 0.24% of 390,000 active;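 further: potency means the concentration at half of the fitted maximal effect; plate controls were DMSO vehicle for no effect and reference control for full effect; nearly all actives have a fitted effect of over 55% in size; some results filed as inactive show a strong effect at the top dose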
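Read-out: OD at 600 nm after 24hr at 30C, reporting rescue of FUS-induced yeast toxicity. Cells at OD 0.005 in galactose (2%) minimal medium; compounds tested in a dilution series; CP55940 titration from 92uM final as control.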
TDP43 rescue: TDP-43 toxicity inhibition in yeast; TDP-43 expressing yeast growth rescue, BacTiter-Glo, 24 h; Potency, µM (series often up to 46.1 µM), for inactives: top-dose growth rescue (activation), hits mostly activators; 1.8% of 410,000 active; AID 652104; further: potency means the concentration at half of the fitted maximal effect; % of control where 0% means no effect; nearly all actives have a fitted effect of over 50% in size
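Yeast expressing TDP-43 (pregrown in raffinose, seeded at OD600=0.02 in galactose medium) exposed to compounds 24 hr at 30 deg C. Growth read by BacTiter-Glo luminescence; rescue of toxicity appears as increased signal.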
EPAC2 antag: EPAC2 (human) antagonism; EPAC2 GEF exchange of Rap1B-BODIPY-GDP, fluorescence; Potency, µM (highest dose often 114 µM), inactives show at the top dose activity, negative = inhibition, actives largely listed as inhibitors; 0.18% of 360,000 active; AID 720708; further: potency means the concentration at half of the fitted maximal effect; on the % scale 0 is the no-effect control and ±100 the full control effect; nearly all actives have a fitted effect of over 45% in size; many of its hits are not listed in these tables
Target sequence (Q8WZA2 whole entry, looked up): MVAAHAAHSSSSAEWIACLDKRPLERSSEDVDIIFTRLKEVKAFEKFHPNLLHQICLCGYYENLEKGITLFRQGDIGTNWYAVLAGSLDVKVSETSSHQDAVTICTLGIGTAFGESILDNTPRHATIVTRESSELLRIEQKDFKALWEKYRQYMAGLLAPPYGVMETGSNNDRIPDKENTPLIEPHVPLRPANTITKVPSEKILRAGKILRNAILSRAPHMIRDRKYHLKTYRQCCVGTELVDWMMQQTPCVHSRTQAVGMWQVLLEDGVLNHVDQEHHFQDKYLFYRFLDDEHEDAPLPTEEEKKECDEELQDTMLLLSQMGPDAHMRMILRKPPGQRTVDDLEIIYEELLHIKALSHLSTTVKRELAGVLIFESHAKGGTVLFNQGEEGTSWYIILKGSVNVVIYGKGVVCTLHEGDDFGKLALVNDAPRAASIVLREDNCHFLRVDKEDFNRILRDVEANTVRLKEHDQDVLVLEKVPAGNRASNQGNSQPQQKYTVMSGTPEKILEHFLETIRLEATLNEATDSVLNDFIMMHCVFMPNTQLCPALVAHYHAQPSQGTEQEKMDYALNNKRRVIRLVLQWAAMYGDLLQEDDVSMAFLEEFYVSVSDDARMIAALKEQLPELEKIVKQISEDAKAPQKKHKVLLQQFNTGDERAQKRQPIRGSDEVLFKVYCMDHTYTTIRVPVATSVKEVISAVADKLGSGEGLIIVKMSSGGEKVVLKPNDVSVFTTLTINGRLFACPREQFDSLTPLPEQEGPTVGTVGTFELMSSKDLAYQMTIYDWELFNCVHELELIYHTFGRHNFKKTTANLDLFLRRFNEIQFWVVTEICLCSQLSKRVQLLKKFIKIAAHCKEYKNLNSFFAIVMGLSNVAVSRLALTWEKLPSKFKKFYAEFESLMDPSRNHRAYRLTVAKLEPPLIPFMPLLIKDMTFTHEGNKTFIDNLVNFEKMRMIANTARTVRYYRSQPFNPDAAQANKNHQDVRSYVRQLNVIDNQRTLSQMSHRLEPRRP
EPAC2 ag: activates human EPAC2 exchange factor; Q8WZA2; EPAC2 activation, biochemical qHTS; response scale: 100% = 6.5 mM cAMP response; Potency, µM (titrated, usually from 154 µM), for inactives: at the highest dose activation, usual class: activators; 0.079% of 360,000 active; further: potency means the concentration at half of the fitted maximal effect; nearly all actives have a fitted effect of over 50% in size
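Exchange assay: 100 nM EPAC2 with 250 nM Rap1B-BODIPY-GDP and 50 uM GDP. Fluorescence (ex 480/em 540 nm) read every 5 min for 30 min at room temperature. Data normalized to 6.5 mM cAMP as agonist control.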
DRD3 agonist: activates the human D3 dopamine receptor; P35462; D3R DiscoveRx beta-arrestin cells, luminescence, 90 min; max activation, %; 0.58% of 410,000 active; in the data active means max activation above about 30%; further: 0% is about no effect; mostly tested at two doses, the higher about 12 µM
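Agonist-mode cell screen: cells plated at 1500/well and incubated overnight at 37 °C, then exposed to library compounds for 90 min at 37 °C. Detection reagent was added for 30–60 min at room temperature, and luminescence was read.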
aSyn yeast inh: rescues yeast growth from alpha-synuclein toxicity; Yeast expressing alpha-synuclein, growth rescue, BacTiter-Glo, 24 h; Potency, µM (top dose mostly 46.1 µM), inactives show top-dose growth rescue (activation), actives largely listed as activators; 0.14% of 370,000 active; further: potency means the concentration at half of the fitted maximal effect; % of control where 0% means no effect; nearly all actives have a fitted effect of over 65% in size
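Rescue of yeast growth: cells expressing toxic alpha-synuclein, induced in galactose at OD600 0.02, incubated with compound 24 h at 30 C. ATP luminescence quantified growth; inhibitors of toxicity appear as activators.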
* = called active by the depositor; ? = inconclusive; nt = no result given; [ ] = remark or other dose. Unless noted, the call rests on the fitted dose curve; in most records, active means well fitted curve in the direction sought with a large enough effect; inconclusive means small, poorly fitted or top-dose-only effect, or another doubt; inactive means no such curve, though single readings can be large; an effect the other way counts as inactive or inconclusive. The list is partial. The share of hits here may be higher or lower than overall.

Every second line gives: DRD3 antagonist, Abeta rescue, FUS suppressor, TDP43 rescue, EPAC2 antag, EPAC2 ag, DRD3 agonist, aSyn yeast inh
- CN(Cc1ccccc1)c1ccc(S(=O)(=O)N2CCOCC2)cn1
    -21, -8%, 0%, 9%, -3%, 3%, -3, 1%
- C=CCn1c(SCC(=O)Nc2ccc(Br)cc2)nc(O)c(CC)c1=O
    -3, 3%, 18%, -12%, -3%, 12%, -5, -8%
- Cc1c(C)n(Cc2ccc(F)cc2)c2ccc(C(=O)N3CCN(c4ccc(Cl)cc4)CC3)cc12
    nt, -2%, 37%, -6%, nt, nt, -3, nt
- CCN(Cc1ccccc1)C(=O)c1ccc(C(=O)N(CC)Cc2ccccc2)cc1
    -19, 11%, -20%, 0%, -3%, 14%, -9, -1%
- CCc1ccc(-c2csc(NC(=O)C3CCCO3)c2C(=O)OC(C)C)cc1 (stereo not given)
    2, 34%, ?, -12%, ?, -6%, 5, 15%
- Cc1ccc(-c2n[nH]c(=O)c3ccccc23)cc1S(=O)(=O)NCC1CCCO1 (stereo not given)
    -2, -3%, 7%, -15%, 5%, 8%, 1, -2%
- O=C(Nc1ccc([N+](=O)[O-])cc1)N1CCc2ccccc2C1
    -19, -68%[inhibitor], 15%, ?, -4%, 6%, -7, -28%
- Cc1noc(C)c1C(=O)OCC(=O)N(C)C1(C#N)CCCCC1
    1, 2%, 1%, 2%, 5%, 10%, 2, -13%
- C=CCOC(=O)C(=O)/C=C/c1c(C)n(C)n(-c2ccccc2)c1=O
    0, 0%, -12%, 3%, 6%, 0%, -17, -3%
- COC(=O)c1scc(-c2ccc(C)cc2)c1S(=O)(=O)Nc1cc(Cl)c(OC)cc1OC
    nt, -8%, 2%, 8%, nt, nt, -16, nt
- COc1cc(OC)cc(OCC(O)Cn2ccnc2C)c1 (stereo not given)
    16, 21%, -4%, 12%, 7%, -1%, 1, 1%
- COc1cccc(CN2CCN(S(=O)(=O)c3ccc(NC(C)=O)cc3)CC2)c1OC
    8, -5%, 16%, 17%, -3%, -2%, 2, 2%
- O=C(NNC(=O)c1ccccc1Cl)c1ccc2c(=O)n3c(nc2c1)CCC3
    -2, -5%, 18%, 19%, -3%, 4%, 1, -10%
- Cc1nc(C(=O)N2CCCC(C(=O)c3ccc(Cl)cc3)C2)cs1 (stereo not given)
    16, -26%, 4%, 22%, 3%, -1%, 2, -2%
- CC1=C(C(=O)OC2CCCCC2)C(c2ccc(C)o2)C2=C(CC(C)(C)CC2=O)N1 (stereo not given)
    -26, -5%, 14%, ?, 3%, -7%, -5, 1%

Part of the list above, in CSV form.
smiles,DRD3 antagonist,Abeta rescue,FUS suppressor,TDP43 rescue,EPAC2 antag,EPAC2 ag,DRD3 agonist,aSyn yeast inh
Cc1ccc(-c2n[nH]c(=O)c3ccccc23)cc1S(=O)(=O)NCC1CCCO1 (stereo not given),-2,-3%,7%,-15%,5%,8%,1,-2%
O=C(Nc1ccc([N+](=O)[O-])cc1)N1CCc2ccccc2C1,-19,-68%[inhibitor],15%,?,-4%,6%,-7,-28%
Cc1noc(C)c1C(=O)OCC(=O)N(C)C1(C#N)CCCCC1,1,2%,1%,2%,5%,10%,2,-13%
C=CCOC(=O)C(=O)/C=C/c1c(C)n(C)n(-c2ccccc2)c1=O,0,0%,-12%,3%,6%,0%,-17,-3%
COC(=O)c1scc(-c2ccc(C)cc2)c1S(=O)(=O)Nc1cc(Cl)c(OC)cc1OC,nt,-8%,2%,8%,nt,nt,-16,nt
COc1cc(OC)cc(OCC(O)Cn2ccnc2C)c1 (stereo not given),16,21%,-4%,12%,7%,-1%,1,1%
COc1cccc(CN2CCN(S(=O)(=O)c3ccc(NC(C)=O)cc3)CC2)c1OC,8,-5%,16%,17%,-3%,-2%,2,2%
O=C(NNC(=O)c1ccccc1Cl)c1ccc2c(=O)n3c(nc2c1)CCC3,-2,-5%,18%,19%,-3%,4%,1,-10%
Cc1nc(C(=O)N2CCCC(C(=O)c3ccc(Cl)cc3)C2)cs1 (stereo not given),16,-26%,4%,22%,3%,-1%,2,-2%
CC1=C(C(=O)OC2CCCCC2)C(c2ccc(C)o2)C2=C(CC(C)(C)CC2=O)N1 (stereo not given),-26,-5%,14%,?,3%,-7%,-5,1%

The listing continues:
Every second line gives: DRD3 antagonist, Abeta rescue, FUS suppressor, TDP43 rescue, EPAC2 antag, EPAC2 ag, DRD3 agonist, aSyn yeast inh
- CCOc1ccccc1NC(=O)Cn1c(=O)c2ccccc2n(CC)c1=O
    -17, 20%, 19%, -8%, 4%, -8%, 10, 5%
- CCN(CC)c1nc(C#N)cc(-c2ccc(OC)cc2)n1
    17, -15%, 1%, -9%, -15%, ?, 6, -3%
- Cc1cccc(CN2CCN(Cc3nc4c(s3)CCCC4)CC2CCO)n1 (stereo not given)
    -2, -6%, -15%, -10%, 4%, 3%, 6, -2%
- O=S1(=O)CCN(Cc2cccnc2)CC1
    6, -8%, -12%, 4%, -6%, -1%, 2, 1%
- O=C(C1CCN(c2nc3ccccc3[nH]2)CC1)N1CCN(c2ccccc2)CC1
    nt, -4%, -7%, 11%, nt, nt, 0, nt
- COc1cc(C(=O)O)c([N+](=O)[O-])c(OC)c1OC
    -1, -3%, -23%, 12%, 3%, 4%, 3, -12%
- Cc1ccc(NC(=O)Cn2cc(C(F)(F)F)cc(Cl)c2=O)cc1S(=O)(=O)N1CCCCC1
    3, 18%, ?, 26%, -8%, -5%, 5, 0%
- Clc1ccc(NCc2nnc3n2CCCCC3)cc1
    0, 0%, 20%, 3%, 6%, -2%, 8, 5%
- COc1ccc(NC(=O)C2(c3ccccc3)CCCC2)cc1
    11, -3%, 21%, 27%, 4%, -1%, 0, 9%
- COc1ccc(CNC(=O)C2CCC(CNC(=O)[C@@H]3Cc4ccccc4CN3)CC2)cc1 (stereo not given in full)
    -10, -3%, -5%, -3%, -8%, 1%, -14, -3%
- CCCCC(CC)CN1C(=O)/C(=C/c2ccncc2)SC1=S (stereo not given)
    28, 5%, -8%, 13%, -15%, -6%, 0, 3%
- COCCN(C(=O)COC(=O)c1c(NC(C)=O)sc(C)c1C)c1c(N)n(Cc2ccccc2)c(=O)[nH]c1=O
    8, -6%, 21%, 1%, 23%, -10%, 1, 2%
- Cn1c(SCC(=O)Nc2ccc(NC(=O)c3ccccc3F)cc2)nnc1-c1ccncc1
    -8, -19%, -3%, -16%, -8%, -9%, -7, -2%
- O=C(COC(=O)c1nc(Cl)ccc1Cl)NCc1cccs1
    -6, -5%, 9%, -20%, -2%, 12%, -2, -1%
- COC(=O)c1ccccc1NC=C1C(=O)OC2(CCCCC2)OC1=O
    8, 4%, 1%, 7%, 1%, 2%, 3, 6%
- C[C@@H](NC(=O)/C(C#N)=C/c1ccc(O)c(O)c1)c1ccccc1
    16, -7%, -26%, 13%, -4%, 9%, 0, ?
- C=CCC[C@H](Cc1ccc(F)cc1)C(=O)OC[C@H](Cc1c[nH]c2ccccc12)NC(=O)[C@@H](CC=C)CC(=O)NCCO
    24, 2%, ?, 20%, -22%, 3%, 2, -1%
- CC(C)C[C@@H](COCc1ccc(F)cc1)N1CCN(C(=O)c2cccc(C(F)(F)F)c2)CCC1=O
    48, 3%, 41%, ?, -10%, -4%, 13, 0%
- CCOC(=O)CSc1nc(C)cc(C)n1
    0, 17%, -12%, 10%, 5%, -5%, -9, -3%
- CC1CCc2c(nc3ncnn3c2N2CC(C)OC(C)C2)C1 (stereo not given)
    15, -7%, 4%, 9%, 10%, -3%, 1, 1%
- O=C(/C=C/Nc1ccc(S(=O)(=O)Nc2ncccn2)cc1)c1ccc2ccccc2c1
    -7, -11%, 41%, -33%[inhibitor], 7%, 4%, 6, 0%
- CCOc1ccc(C2Nc3ccccc3-c3nnc(SCc4ccccc4)nc3O2)cc1OC (stereo not given)
    nt, -27%, ?, 2%, nt, nt, -4, nt
- c1ccc(CCn2c(SCc3ccccc3)nnc2-c2ccncc2)cc1
    5, 11%, 22%, 23%, 2%, 3%, -4, 16%
- C/C(=N\NC(=O)c1ccn(C)n1)c1cccc(NC(=O)c2ccncc2)c1
    -7, -8%, 16%, -13%, 5%, 9%, 0, 0%
- N#C/C(=C\c1ccco1)C(=O)Nc1ccc(S(N)(=O)=O)cc1
    4, 5%, -20%, 3%, -5%, 7%, 1, ?
- Cc1ccc(Cn2cc(CN3CC(N4CCN(Cc5cccc(C)c5)CC4)CS3(=O)=O)nn2)cc1 (stereo not given)
    0, -15%, 30%, 16%, 3%, 11%, -2, 2%
- Cn1c(=O)n(C)c2cc(NC(=O)c3ccc(F)cc3)c(Br)cc21
    16, 5%, 5%, 4%, 9%, 3%, 6, 6%
- Cc1cnc(NC(=O)C2CCC(C(C)(C)C)CC2)s1 (stereo not given)
    9, 18%, -37%, 8%, 8%, -6%, 22, -2%
- CC1COc2ccccc2N1C(=O)c1ccc(F)cc1 (stereo not given)
    -10, -6%, -34%, 6%, 1%, 14%, 0, -2%
- CC1Cc2ccccc2N1C(=O)COC(=O)C1(c2ccccc2F)CCCC1 (stereo not given)
    15, 10%, nt, 10%, -5%, 2%, 6, 1%
- CC1Oc2ccc(C#N)cc2N(Cc2ccccc2OC(F)(F)F)C1=O (stereo not given)
    6, 9%, -14%, 24%, ?, -2%, 0, -3%
- COc1ccccc1C(=O)NNC(=O)CCCN1C(=O)/C(=C/c2cccs2)SC1=S
    4, 6%, nt, 10%, 15%, 100µM*, 5, 6%
- COc1ccc(Cc2nnc(SCC(=O)N3CCCCC3)o2)cc1
    -17, -12%, -22%, -19%, 13%[57.1 µM], 3%, -5, -21%
- CCOC(=O)NC(Nc1ccc(C)cn1)(C(F)(F)F)C(F)(F)F
    4, -17%, -22%, -1%, 1%, 4%, -13, -9%
- O=C1C2CCCN2C(c2ccco2)N1c1ccc(F)cc1 (stereo not given)
    12, -1%, -23%, 8%, 18%, 1%, 0, 0%
- Cc1ccccc1-n1c(SCC(=O)N2CCOCC2)nc(O)cc1=O
    -4, 7%, 45%, -4%, -2%, -4%, -3, 1%
- Fc1cccc(-c2cc3nc4c(c(N5CCOCC5)n3n2)CCCC4)c1
    14, -11%, ?, -7%, -6%, 27%, 0, 0%
- CN(C)C(=O)c1cc(C(=O)c2ccccc2F)c[nH]1
    26, -10%, -21%, 15%, 7%, 4%, 0, -8%

Compound activity as filed in PubChem BioAssay.
